IDH1 R132H inh: blocks human mutant IDH1 R132H enzyme; O75874; IDH1-R132H enzyme, NADPH consumption, diaphorase/resazurin fluorescence; Potency, µM (top dose mostly 76.6 µM), without a hit: top-dose activity change, negative = inhibition, actives largely listed as inhibitors; actives 0.093% (n = 390,000); AID 602179; note: potency is the fitted concentration of half-maximal effect; % is set by controls: 0 for no effect and ±100 for the full control effect; nearly all actives have a fitted effect of over 65% in size
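IDH1-R132H (0.5 ug/mL) preincubated 30 min with compound, then NADPH (0.016 mM) and alpha-KG (2 mM) added; 80 min at RT, pH 7.5. Remaining NADPH coupled via diaphorase/resazurin to fluorescence (540/590 nm); concentration-response curves normalized to no-enzyme control.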
TrxR1 inh: blocks rat thioredoxin reductase 1; O89049; recombinant rTrxR1, NADPH fluorescence consumption, selenite substrate; Potency, µM (series often up to 114 µM), without a hit: top-dose activity change, negative = inhibition, usual class: inhibitors; actives 1% (n = 390,000); note: potency is the fitted concentration of half-maximal effect; % is set by controls: 0 for no effect and ±100 for the full control effect; nearly all actives have a fitted effect of over 65% in size
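Rat TrxR1 (90 nM in the dispensed reagent) was pre-reduced with 400 uM NADPH for 5 min at room temperature, then incubated with compound for 15 min. After 400 uM selenite was added, NADPH fluorescence (Ex 340/Em 450 nm) was followed for 8 min.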
D2 ag: D2 dopamine receptor (human) agonism; HEK293 T-REx D2 cells, calcium flux agonist mode; AID 485358; activation, % at 2 µM; P14416; actives 0.53% (n = 340,000);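 active = activation over 3 SD above normal in the single-dose calcium agonist read, cut at about 30% in these data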; note: 0% is about no effect
Target sequence (P14416 whole entry, looked up): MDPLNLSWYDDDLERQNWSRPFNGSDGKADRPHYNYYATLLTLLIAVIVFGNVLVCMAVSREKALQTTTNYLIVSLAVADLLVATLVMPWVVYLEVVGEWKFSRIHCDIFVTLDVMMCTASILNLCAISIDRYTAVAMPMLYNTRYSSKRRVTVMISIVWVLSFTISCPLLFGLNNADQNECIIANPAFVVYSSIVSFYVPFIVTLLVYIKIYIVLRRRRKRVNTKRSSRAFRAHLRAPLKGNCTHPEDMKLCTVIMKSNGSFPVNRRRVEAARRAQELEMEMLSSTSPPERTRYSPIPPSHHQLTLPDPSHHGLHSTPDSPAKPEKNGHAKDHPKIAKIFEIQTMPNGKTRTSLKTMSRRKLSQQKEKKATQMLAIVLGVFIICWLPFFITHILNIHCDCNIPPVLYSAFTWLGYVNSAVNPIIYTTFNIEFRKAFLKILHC
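Tetracycline-induced HEK293 Trex cells with D2 receptor force-coupled to calcium signaling, plated overnight at 30 C and loaded with no-wash calcium dye. Calcium flux read kinetically for 180 s after compound addition; responses flag agonists.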
PI4K2A inh: inhibitors of human PI4K2A; purified PI4K2A, ADP-Glo luminescence, 1 h; active compounds read low; activity change, negative = inhibition, % at 76.9 µM; actives 0.13% (n = 420,000); AID 1346378; in the data active = activity change below about -50%; inconclusive = mostly about -30% to -49%;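 note: -100% = wells without enzyme as full effect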
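ADP-Glo luminescence measured ADP generated by PI4K2A enzyme (4 ug/mL before mixing) with 1.2 mM PI substrate (pre-mix) and 300 microM ATP (pre-mix). Tris pH7.5 buffer with MgCl2, Triton X-100; 1 h reaction at ambient temperature.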
TrxR1 substrate: rat thioredoxin reductase 1 substrate activity | O89049 | purified TrxR1 substrate turnover, NADPH consumption readout | Potency, µM (doses to about 114 µM), inactives show top-dose activity change, negative = substrate turnover | actives 0.01% (n = 390,000) | AID 588456; note: potency is the fitted concentration of half-maximal effect; % is set by controls: 0 for no effect and ±100 for the full control effect; nearly all actives have a fitted effect of over 50% in size
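Rat TrxR1, dispensed at 90 nM, was prereduced with 400 uM NADPH (final) for 5 min at ~22 deg C, then incubated with compound 15 min before 400 uM selenite. A first-read NADPH fluorescence drop versus no-compound background flagged substrates.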
TRHR agonist: activates the human TRH receptor. P34981. TRHR cells, calcium flux fluo-8, FDSS agonist mode. activation, % at 2 µM. actives 0.18% (n = 360,000); in the data active = activation above about 30%; note: 0% is about no effect
Target sequence (P34981 whole entry, looked up): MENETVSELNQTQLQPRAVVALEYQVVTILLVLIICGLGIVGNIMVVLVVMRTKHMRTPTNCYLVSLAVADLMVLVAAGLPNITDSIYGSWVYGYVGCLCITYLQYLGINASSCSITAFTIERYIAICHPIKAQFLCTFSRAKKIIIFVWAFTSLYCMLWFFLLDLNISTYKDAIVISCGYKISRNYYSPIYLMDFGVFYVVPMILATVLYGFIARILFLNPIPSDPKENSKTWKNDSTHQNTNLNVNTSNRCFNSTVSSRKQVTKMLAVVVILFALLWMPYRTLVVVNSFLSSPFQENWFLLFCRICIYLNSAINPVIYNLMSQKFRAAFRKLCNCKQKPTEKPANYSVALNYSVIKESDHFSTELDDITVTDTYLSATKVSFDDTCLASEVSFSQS
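TRHR-expressing cells loaded with fluo-8 calcium dye; 23 nL library compound pin-transferred, kinetic FDSS fluorescence (Ex 480/Em 530) recorded about 180 s for agonist-induced calcium release, before a 10 nM TRH EC20 addition for potentiator mode.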
USP1-UAF1 inh: blocks the human USP1/UAF1 deubiquitinase complex; O94782; recombinant USP1/UAF1, Ub-Rhodamine cleavage fluorescence; Potency, µM (top dose mostly 57.1 µM), for the others: at the highest dose activity change, negative = inhibition, actives largely listed as inhibitors; actives 0.23% (n = 390,000); AID 743255; note: potency is the fitted concentration of half-maximal effect; % is set by controls: 0 for no effect and ±100 for the full control effect; nearly all actives have a fitted effect of over 60% in size; inactives centre near -12
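Step one: compound is pinned into 1nM USP1/UAF1 in HEPES pH 7.8 buffer with TCEP. Step two: 15 min room-temperature incubation. Step three: Ub-Rho (150nM final) starts cleavage, tracked by fluorescence over six one-minute reads.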
TRHR PAM: allosterically enhances the human TRH receptor; P34981; TRHR cells, fluo-8 calcium fluorescence, EC20 TRH enhancement; enhancement, % at 2 µM; actives 0.66% (n = 360,000); in the data active = enhancement above about 30%; note: 0% is about no effect
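TRHR-expressing cells loaded with fluo-8 calcium dye were read kinetically (ex 480/em 530) during compound addition, then stimulated with an EC20 of TRH (10 nM final). Enhancement of the Gq-mediated intracellular calcium response was scored.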
D2 antagonist: D2 dopamine receptor (human) antagonism; P14416; HEK293 TREx D2 cells, calcium flux, dopamine EC80; inhibition, % at 10 µM; actives 2% (n = 340,000); AID 485344; in the data active = inhibition above about 30%; note: 0% is about no effect
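Read-out: kinetic calcium fluorescence (1 cycle/s) in inducible HEK293 T-REx D2 cells after an EC80 dopamine addition that followed 180 s compound preincubation. Loss of the dopamine response indicates antagonism.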
An asterisk follows results filed as active; [ ] = another dose, or the depositor's remark. Unless noted, calls come from the whole dose curve; as a rule, active = well fitted inhibition curve with a large enough effect; inconclusive = small, poorly fitted or top-dose-only effect; inactive = no such curve, though single readings can be large or run the other way.

`CCCCCc1nnc(NC(=O)Cc2ccc([N+](=O)[O-])cc2)s1` gave IDH1 R132H inh 0%, TrxR1 inh 10%[57.1 µM], D2 ag 0.1, PI4K2A inh -15, TrxR1 substrate 7%[57.1 µM], TRHR agonist 0.8, USP1-UAF1 inh -6%, TRHR PAM 7 and D2 antagonist -4.
`COc1ccccc1/C=C/c1onc(C)c1S(=O)(=O)N1CCC(C(=O)NC(C)C)CC1` gave IDH1 R132H inh -17%, TrxR1 inh 14%[57.1 µM], D2 ag 0.7, PI4K2A inh -2, TrxR1 substrate 12%[57.1 µM], TRHR agonist -0.5, USP1-UAF1 inh -10%, TRHR PAM -3 and D2 antagonist -24.
`Cc1nc(N2CCCCC2)sc1C(=O)c1cccc([N+](=O)[O-])c1` gave IDH1 R132H inh -5%, TrxR1 inh -6%[57.1 µM], D2 ag 0.1, PI4K2A inh 4, TrxR1 substrate -7%, TRHR agonist -1.8, USP1-UAF1 inh -11%, TRHR PAM 5 and D2 antagonist 9.
Screening Cc1cn2c(=O)cc(COc3ccccc3NC(=O)c3ccc(C(C)(C)C)cc3)nc2s1 returned IDH1 R132H inh 6%, TrxR1 inh -4%, D2 ag -0.5, PI4K2A inh 4, TrxR1 substrate -1%, TRHR agonist 0.0, USP1-UAF1 inh -21% and TRHR PAM 7.
Screening COc1ccc(C(=O)N2CCOC2CNC(=O)C(=O)NCc2ccccc2Cl)cc1 (stereo unspecified) returned IDH1 R132H inh 0%, TrxR1 inh inconclusive, PI4K2A inh 0, TrxR1 substrate 3%, TRHR agonist -0.2, USP1-UAF1 inh -13% and TRHR PAM -3.
CC(NC(=O)COc1cccnc1[N+](=O)[O-])c1ccc(F)cc1 (stereo unspecified) was read as IDH1 R132H inh 6%, TrxR1 inh 9%, D2 ag -0.2, PI4K2A inh 3, TrxR1 substrate -2%, TRHR agonist 0.1, USP1-UAF1 inh -14%, TRHR PAM -1 and D2 antagonist 0.
Screening COc1ccc(N2C(=O)C(Cl)=C(NCc3ccccc3)C2=O)cc1 returned IDH1 R132H inh 2%, TrxR1 inh 12%[57.1 µM], D2 ag -0.6, PI4K2A inh -3, TrxR1 substrate 3%[57.1 µM], TRHR agonist -0.2, USP1-UAF1 inh -8%, TRHR PAM 2 and D2 antagonist -2.
Screening Cc1cc(Nc2ccccc2Cl)nc(-c2ccccc2O)n1 returned IDH1 R132H inh -9%, TrxR1 inh 7%, PI4K2A inh 0, TrxR1 substrate 3%, TRHR agonist 0.2, USP1-UAF1 inh -29% and TRHR PAM -4.
`c1ccc(-c2nccnc2-c2ccccc2)cc1` gave IDH1 R132H inh 5%, TrxR1 inh 9%[11.4 µM], D2 ag -1.3, PI4K2A inh -1, TrxR1 substrate 13%[57.1 µM], TRHR agonist -0.8, USP1-UAF1 inh 4%, TRHR PAM 5 and D2 antagonist -14.
For Nc1cnccc1C(=O)O the results were IDH1 R132H inh 4%, TrxR1 inh inconclusive, D2 ag 3.8, PI4K2A inh -22, TrxR1 substrate 86%[activator], TRHR agonist 6.4, USP1-UAF1 inh inconclusive, TRHR PAM -6 and D2 antagonist 43*.
O=C(CNC(=O)c1cccs1)Nc1ccc(N2CCOCC2)cc1 was read as IDH1 R132H inh -8%, TrxR1 inh 4%, D2 ag 1.1, PI4K2A inh 1, TrxR1 substrate -3%, TRHR agonist 0.1, USP1-UAF1 inh -3%, TRHR PAM 5 and D2 antagonist -30.
Cc1ccc(-n2ncc3c2CC(C)(C)CC3NC(=O)CCc2ccc(=O)[nH]n2)cc1 (stereo unspecified) was read as IDH1 R132H inh 9%, TrxR1 inh 11%, D2 ag -0.2, PI4K2A inh 5, TrxR1 substrate -3%, TRHR agonist 0.0, USP1-UAF1 inh -21%, TRHR PAM -2 and D2 antagonist -7.
Screening CCc1cc2c(CN3CCN(CC)CC3)cc(=O)oc2cc1O returned IDH1 R132H inh -4%, TrxR1 inh 48%[57.1 µM], D2 ag 0.2, PI4K2A inh -2, TrxR1 substrate 565%[activator], TRHR agonist 1.1, USP1-UAF1 inh -5%, TRHR PAM -4 and D2 antagonist -2.
O=C(N/C(=C\c1ccco1)C(=O)N1CCCC1)c1cccs1 was read as IDH1 R132H inh 1%, TrxR1 inh -14%[57.1 µM], D2 ag 0.2, PI4K2A inh 6, TrxR1 substrate 7%[57.1 µM], TRHR agonist 0.0, USP1-UAF1 inh -12%, TRHR PAM -3 and D2 antagonist -26.
Cc1nc(SCC(=O)N(C)C2CCS(=O)(=O)C2)c(C#N)c(C)c1C (stereo unspecified) was read as IDH1 R132H inh -8%, TrxR1 inh 9%, D2 ag -0.3, PI4K2A inh 0, TrxR1 substrate 1%, TRHR agonist 0.0, USP1-UAF1 inh -10%, TRHR PAM 1 and D2 antagonist 11.

Copied from the listing (4 entries):
CC(NC(=O)COc1cccnc1[N+](=O)[O-])c1ccc(F)cc1 (stereo unspecified) was read as IDH1 R132H inh 6%, TrxR1 inh 9%, D2 ag -0.2, PI4K2A inh 3, TrxR1 substrate -2%, TRHR agonist 0.1, USP1-UAF1 inh -14%, TRHR PAM -1 and D2 antagonist 0.
Screening COc1ccc(N2C(=O)C(Cl)=C(NCc3ccccc3)C2=O)cc1 returned IDH1 R132H inh 2%, TrxR1 inh 12%[57.1 µM], D2 ag -0.6, PI4K2A inh -3, TrxR1 substrate 3%[57.1 µM], TRHR agonist -0.2, USP1-UAF1 inh -8%, TRHR PAM 2 and D2 antagonist -2.
Screening Cc1cc(Nc2ccccc2Cl)nc(-c2ccccc2O)n1 returned IDH1 R132H inh -9%, TrxR1 inh 7%, PI4K2A inh 0, TrxR1 substrate 3%, TRHR agonist 0.2, USP1-UAF1 inh -29% and TRHR PAM -4.
`c1ccc(-c2nccnc2-c2ccccc2)cc1` gave IDH1 R132H inh 5%, TrxR1 inh 9%[11.4 µM], D2 ag -1.3, PI4K2A inh -1, TrxR1 substrate 13%[57.1 µM], TRHR agonist -0.8, USP1-UAF1 inh 4%, TRHR PAM 5 and D2 antagonist -14.

Additional structures:
`CC(C)Nc1nc(Cl)nc(N(C#N)CN2C(=O)c3ccccc3S2(=O)=O)n1` gave IDH1 R132H inh 1%, TrxR1 inh -35%, D2 ag 3.8, PI4K2A inh 5, TrxR1 substrate -3%, TRHR agonist 1.5, USP1-UAF1 inh -18%, TRHR PAM 0 and D2 antagonist -4.
O=C(COc1ccc(Cl)cc1Br)N1CCN(S(=O)(=O)c2ccccc2)CC1 was read as IDH1 R132H inh -1%, TrxR1 inh 10%, D2 ag 0.4, PI4K2A inh 1, TrxR1 substrate -2%, TRHR agonist -0.1, USP1-UAF1 inh -7%, TRHR PAM -7 and D2 antagonist -3.
O=C(NCCCN1CCCC1=O)c1ccc(OCc2ccccc2)cc1 was read as IDH1 R132H inh 2%, TrxR1 inh 1%, D2 ag -0.8, PI4K2A inh -6, TrxR1 substrate -4%, TRHR agonist 0.0, USP1-UAF1 inh -8%, TRHR PAM 4 and D2 antagonist 17.
For CCc1ccc(NC(=O)CSc2nccn2-c2cccc(C)c2C)cc1 the results were IDH1 R132H inh 0%, TrxR1 inh 11%[57.1 µM], D2 ag -1.5, PI4K2A inh 1, TrxR1 substrate -6%[57.1 µM], TRHR agonist -0.3, USP1-UAF1 inh -17% and TRHR PAM -4.
For CCOc1ccc(S(=O)(=O)N2CCN(Cc3nc4ccc(C)cc4o3)CC2)cc1 the results were IDH1 R132H inh -11%, TrxR1 inh 5%[57.1 µM], PI4K2A inh 1, TrxR1 substrate -5%[57.1 µM], TRHR agonist -0.3, USP1-UAF1 inh -4% and TRHR PAM 2.
`O=C(COc1ccc(S(=O)(=O)N2CCOCC2)cc1)NCCN1CCOCC1` gave IDH1 R132H inh -2%, TrxR1 inh 27%, D2 ag -0.7, PI4K2A inh 4, TrxR1 substrate 10%, TRHR agonist -0.1, USP1-UAF1 inh -19%, TRHR PAM 2 and D2 antagonist 1.
`CCOC(=O)c1nn(-c2ccc(C)cc2)c(=O)cc1OCC(=O)Nc1cc(C)ccc1OC` gave IDH1 R132H inh 6%, TrxR1 inh 21%, D2 ag -0.5, PI4K2A inh -1, TrxR1 substrate 6%, TRHR agonist 0.0, USP1-UAF1 inh -12%, TRHR PAM 10 and D2 antagonist -9.
For COc1cc2ccccc2cc1C(=O)N1CCN(C)CC1 the results were IDH1 R132H inh 0%, TrxR1 inh 3%, D2 ag -0.4, PI4K2A inh -2, TrxR1 substrate 16%, TRHR agonist 0.1, USP1-UAF1 inh -26%, TRHR PAM 7 and D2 antagonist 9.
For CC(=O)n1cc([C@H]2C=C(C(=O)N3CCN(Cc4ccc5c(c4)OCO5)CC3)O[C@@H](OCc3ccc(CO)cc3)C2)c2ccccc21 the results were IDH1 R132H inh -9%, TrxR1 inh 18%[57.1 µM], D2 ag -0.3, PI4K2A inh 4, TrxR1 substrate -7%[57.1 µM], TRHR agonist -0.1, USP1-UAF1 inh inconclusive, TRHR PAM 1 and D2 antagonist -14.
Cc1ccc([N+](=O)[O-])cc1S(=O)(=O)Nc1ccc(-c2ccc(N3CCOCC3)nn2)cc1 was read as IDH1 R132H inh -4%, TrxR1 inh -17%, D2 ag 0.0, PI4K2A inh 4, TrxR1 substrate -18%, TRHR agonist 0.0, USP1-UAF1 inh -12%, TRHR PAM -2 and D2 antagonist 4.
